aSyn yeast rescue – rescues yeast growth from alpha-synuclein toxicity; Potency, µM (series often up to 46.1 µM), for inactives: top-dose growth rescue (activation), most hits filed as activators; actives 0.02% (n = 94,000); S. cerevisiae alpha-synuclein toxicity rescue, BacTiter-Glo growth, 24 h; AID 1347070; active = well fitted activation curve with a large enough effect; inconclusive = small, poorly fitted or top-dose-only effect; note: 0% is about no effect
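Growth restoration measured by BacTiter-Glo luminescence after 24 hr at 30 deg C; alpha-synuclein yeast, raffinose-pregrown to mid-log, were added at OD600=0.02 in galactose medium onto pinned compounds.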
* hit, by the source's call; ? = inconclusive. Potency is the fitted concentration of half-maximal effect. These rows are one share of the data; the hit share may differ from the screen's.

SMILES | aSyn yeast rescue
CN(C)C(CNc1ccc(C(N)=O)cc1[N+](=O)[O-])c1ccccc1 (configuration not stated) | 1%
C[C@@H]1CCCCO[C@H](CN(C)C(=O)c2ccncc2)[C@H](C)CN([C@@H](C)CO)C(=O)c2cc(NC(=O)c3ccccc3)ccc2O1 | 12%
Cc1ccccc1-c1ocnc1C(=O)Nc1ccccc1NC(=O)c1ccccn1 | 1%
COc1ccc(NC(=O)C(NS(=O)(=O)c2cccc3nsnc23)c2ccccc2)cc1 (configuration not stated) | 4%
CCCc1cc(=O)[nH]c(SCc2cc(=O)oc3c(C)c(C)ccc23)n1 | 3%
COC(=O)c1ccc(OC(=O)CCN2c3ccccc3Sc3ccccc32)cc1 | 17%
COc1ccc(-c2cn3c(n2)sc2cc(C(=O)NCCCN4CCN(C)CC4)ccc23)cc1 | -2%
c1cn2c(NC3CCCC3)c(-c3ccc(N4CCOCC4)cc3)nc2cn1 | 6%
O=C(/C=C/c1cccc(Cl)c1)NCc1ccccc1 | -6%
COC(=O)C[C@@H]1C[C@H]2c3cc(NC(=O)C4CCC4)ccc3O[C@H]2[C@@H](CO)O1 | 5%
CC(=O)Nc1ccc(S(=O)(=O)NC2(C(F)(F)F)NC(=O)N(c3ccc(Cl)cc3)C2=O)cc1 (configuration not stated) | 2%
CN[C@H]1C[C@H]2c3[nH]c4ccc(-c5cccc(C)c5)cc4c3CCN2C[C@H]1[C@H](C)O | -15%
Cc1cc(NC(=O)CSc2nnc(-c3ccccc3Cl)o2)no1 | 6%
CCCCN(C(=O)C1CCC1)c1c(N)n(CC(C)C)c(=O)[nH]c1=O | 6%
Cc1ccc(Cl)cc1NC(c1ccc(F)cc1)c1nnc(-c2ccccc2)o1 (configuration not stated) | 0%
O=C(CN1C(=O)NC2(CCCC2)C1=O)c1ccc(Cl)s1 | 13%
CC(C)c1ccc2oc(-c3ccc(NC(=O)c4cccc(Br)c4)cc3)nc2c1 | -4%
Cc1nn2c(=O)[nH]cnc2c1Cl | 4%
COc1ccc(C(=O)CSc2c(C(C)C)cnc3c2c(=O)n(C)c(=O)n3C)cc1 | 7%
COc1cc2cc(CNc3ccccc3)c(=O)n(CC(=O)Nc3ccc(C)c(Cl)c3)c2cc1OC | -4%
O=C(Nc1ccc(Br)cc1F)c1nc[nH]c1C(=O)N1CCc2ccccc2C1 | 2%
CCOC(=O)c1ccc(NC(=O)c2cnn3c(=O)c4c(n(CC)c23)CCN(Cc2ccc(OC)cc2)C4)cc1 | 12%
COc1cc(Cl)c(C)cc1Nc1c2c(nc3ccccc13)CCC2 | -4%
CCOC(=O)c1cnc2ccc(C(=O)OC)cc2c1NCCc1ccc(OC)c(OC)c1 | 5%
CCn1cc(C(=O)NCCc2ccc(Cl)cc2)c(=O)c2cc(S(=O)(=O)N3CCC(C)CC3)ccc21 | 2%

Gathered by group, the entries above with fluorine.
SMILES | aSyn yeast rescue
CC(=O)Nc1ccc(S(=O)(=O)NC2(C(F)(F)F)NC(=O)N(c3ccc(Cl)cc3)C2=O)cc1 (configuration not stated) | 2%
Cc1ccc(Cl)cc1NC(c1ccc(F)cc1)c1nnc(-c2ccccc2)o1 (configuration not stated) | 0%
O=C(Nc1ccc(Br)cc1F)c1nc[nH]c1C(=O)N1CCc2ccccc2C1 | 2%

Remaining list, next part
SMILES | aSyn yeast rescue
Cc1ccc(Nc2ncnc3c2cnn3-c2ccc(C)cc2)cc1 | -13%
CCOc1ccc(NC(=O)C2(c3cccs3)CCOCC2)cc1 | 6%
Cc1cccc(NC(=O)CCn2c(=O)oc3ccccc32)c1 | 3%
CCN(CC)S(=O)(=O)c1ccc(/C=C/C(=O)OCC(=O)N(C(C)C)C(C)C)cc1 | 1%
Oc1cccc(CN2CCCCC2)c1 | -1%
O=C(CN1CCN(C2CCCCC2)CC1)c1ccc2cc[nH]c2c1 | 9%
COc1ccc(-c2nc(C(=O)Nc3cccc(C(C)=O)c3)nn2-c2ccc(Cl)cc2)cc1 | -12%
CC(C)NC(=O)NC(=O)COC(=O)c1ccc(F)cc1F | 0%
COc1ccc(Cn2c(C(=O)O)c(CNCCc3cc(OC)ccc3OC)c3ccc(C)cc32)cc1 | 0%
CCn1c(SCC(=O)N2CCCCC2)nc2c([nH]c3ccccc32)c1=O | -9%
Cc1ccc(-c2noc(-c3ccc(NCc4ccco4)c([N+](=O)[O-])c3)n2)cc1 | -9%
CCCCNS(=O)(=O)c1ccc2nc(-c3cccnc3)cc(C(=O)NC(C)C)c2c1 | 4%
O=C(Cc1ccc(Cl)cc1)Nc1ccc2oc(-c3ccccc3F)nc2c1 | -3%
CCCCNC(=O)c1cnn2c(C)c(Cc3c(C)cc(C)cc3C)c(C)nc12 | 7%
CCc1cccc(NC(=O)CCc2nc3cccnc3n2-c2ccccc2)c1 | 1%
COc1ccc(OC)c(CCNC(=O)c2cc3c(s2)-c2c(C)cccc2OC3)c1 | -14%
CC(=O)N1CCc2cc(S(=O)(=O)C(C)CC(=O)NCc3ccco3)ccc21 (configuration not stated) | -1%
Cc1ccc(NC(=O)CCc2c(C)nn(-c3ccc(N4CCCCC4)nn3)c2C)cc1F | 9%
Cc1cccc(-c2noc(-c3cccnc3NCc3ccco3)n2)c1 | 5%
COc1cc(C(C)=O)ccc1OCC(=O)N1CCc2ccccc2C1 | 1%
Cc1ccc(CCNC(=O)CCCn2c(=O)c3cccn3c3ccc(F)cc32)cc1 | -6%
NS(=O)(=O)c1ccc(NC(=O)COC(=O)c2cc([N+](=O)[O-])ccc2Cl)cc1 | 5%
Cc1cc(=O)n2nc(N3CCC(C(=O)Nc4ccc(Br)c(C)c4)CC3)sc2n1 | -4%
Cc1nc(NC(=O)CSc2nnc(N)s2)c(Cl)cc1Cl | -5%
COC(=O)c1ccc(OCC(=O)N2CCCc3ccccc32)cc1 | 13%

Reprinted from the part before: five entries, followed by the next part.
SMILES | aSyn yeast rescue
Cc1ccc(CCNC(=O)CCCn2c(=O)c3cccn3c3ccc(F)cc32)cc1 | -6%
NS(=O)(=O)c1ccc(NC(=O)COC(=O)c2cc([N+](=O)[O-])ccc2Cl)cc1 | 5%
Cc1cc(=O)n2nc(N3CCC(C(=O)Nc4ccc(Br)c(C)c4)CC3)sc2n1 | -4%
Cc1nc(NC(=O)CSc2nnc(N)s2)c(Cl)cc1Cl | -5%
COC(=O)c1ccc(OCC(=O)N2CCCc3ccccc32)cc1 | 13%
CCOCCCn1c(SCC(=O)Nc2oc(C)c3c(C)n[nH]c(=O)c23)nc2ccccc2c1=O | -5%
CCCCc1cc(=O)oc2c(C)c(OCC(=O)N3CCC(C(N)=O)CC3)ccc12 | 3%
COc1ccc(OC)c(-c2nc3c(C#N)c[nH]n3c2NC2CCCCC2)c1 | 7%
Cc1ccc(C(C)C)c(OCC(=O)NCC2(N3CCOCC3)CCCCC2)c1 | 3%
CCOc1ccc(CNC(=O)c2cc3c(=O)n(C)c4ccccc4c3s2)cc1 | 3%
COc1ccc(-c2ccc(=O)n(CC(=O)Nc3ccc(C)cc3C)n2)cc1 | 16%
O=C(Nc1ccncc1)c1sc2ccccc2c1Cl | -1%
O=C(CCN1C(=O)/C(=C/c2ccc(Cl)cc2)SC1=S)Nc1cccnc1 | -8%
O=C1CN(C(=O)c2ccc(Cl)nc2)c2ccccc2N1 | 4%
COc1ccc(/C=C2/SC(=O)N(CCNC(=O)CC(NC(C)=O)c3ccccc3)C2=O)cc1 (configuration not stated) | -1%
Nc1ccn([C@@H]2O[C@H](CNCC3=CCOc4ccc(O)cc43)[C@@H](O)[C@H]2O)c(=O)n1 | -4%
C[C@H](CO)N1C[C@H](C)[C@@H](CN(C)S(=O)(=O)c2ccccc2F)Oc2ncc(Br)cc2C1=O | 4%
O=S(=O)(c1cccc(-c2csc(-c3cccnc3)n2)c1)N1CCOCC1 | 11%
NS(=O)(=O)c1ccc(NC(=S)NC(=O)/C=C/c2cccs2)cc1 | -1%
COc1ccc(NC(=S)N/N=C/c2cccn2Cc2ccc(F)cc2Cl)cc1 | -11%
COc1ccc(-n2cc(-c3ccccc3)c3c(NCCc4ccc(OC)c(OC)c4)ncnc32)cc1 | -3%
COc1cccc2c1cc1c(=O)n(CC(=O)NC3CC3)nc(C)n12 | -1%
Cc1ccc(-n2nc3c(=O)n(CC(=O)NCCC(C)C)nc(C)c3c2C)cc1 | 6%
O=C(NCCn1cc(SCc2ccccc2)c2ccccc21)c1ccccc1F | 7%
Cc1ccc(S(=O)(=O)N2CCC(C(=O)Nc3ccc(S(=O)(=O)N4CCCC4)cc3)CC2)cc1 | -4%
COc1cc(C(=S)N2CCOCC2)cc(OC)c1OC(=O)c1ccccc1Cl | -9%
CCOc1ccc(NCc2cccn2-c2nnc(N3CCC(C(=O)NCCc4ccc(OC)c(OC)c4)CC3)s2)cc1 | -16%
C[C@@H]1CN([C@H](C)CO)C(=O)CCCn2cc(nn2)CO[C@H]1CN(C)S(=O)(=O)c1ccc2c(c1)OCCCO2 | 2%
CCCCCCCCCCC[N+](C)(C)CC/C=C1/c2ccccc2Sc2ccc(Cl)cc21 | -18%
COc1ccccc1CNc1nc(-c2ccco2)nn1S(C)(=O)=O | 3%

Continuation.
SMILES | aSyn yeast rescue
Cc1ccccc1N(CC(=O)NCCc1ccccc1)C(=O)CCC(=O)Nc1ccccn1 | 0%
CNC(=O)C[C@H]1C(=O)N(c2ccc(Br)cc2)C[C@@H]1C | 1%
CC(CNC(=O)c1ccc2c(c1)nc1n2CCOC1)c1ccccc1 (configuration not stated) | -4%
COc1ccc2cc3cc(C(=O)N4CCN(c5cccc(C(F)(F)F)c5)CC4)sc3nc2c1 | -8%
CCOc1cccc(C(=O)Nc2ccc(-c3nc4cc(C)cc(C)c4o3)cc2)c1 | -12%
O=C(NC1CCCC1)c1ccc2c(=O)n(Cc3ccccc3)c(SCc3ccccc3F)nc2c1 | -9%
O=C(CCl)Nc1cc2[nH]c(=O)[nH]c2cc1Br | -3%
COc1nccnc1NS(=O)(=O)c1ccc(NC(=O)c2ccccc2Br)cc1 | 1%
CCOC(=O)c1ccc(NC(=O)Cn2cc3c(n2)CCC(C)C3)cc1 (configuration not stated) | -1%
CCN(CC)S(=O)(=O)c1ccc2[nH]c(=O)cc(C(=O)NCC3CCCO3)c2c1 (configuration not stated) | 4%
Cn1cc(S(=O)(=O)Nc2ccc(OC(F)(F)F)cc2)c(=O)n(C)c1=O | 8%
CC1CCCCN1C(=O)CSc1c2c(nc3cc(Cl)ccc13)CCCC2 (configuration not stated) | 5%
COc1cc(S(=O)(=O)NCCc2c(C)[nH]c3ccccc23)c(C)cc1C | ?
N#CCCN(Cc1cccnc1)CN1C(=O)c2ccccc2C1=O | -5%
O=S(=O)(c1ccccc1)c1nc(-c2ccc(F)cc2)oc1N1CCCCCC1 | 7%
CCC(Sc1nc(-c2ccc(F)cc2)nc2c1Cc1c(CO)cnc(C)c1O2)C(=O)Nc1ccc(F)cc1 (configuration not stated) | -4%
CCc1ccccc1N1C(=O)N(Cc2ccccc2C)c2ccccc2S1(=O)=O | 3%
CCc1ccc(NC(=O)CC2C(=O)N(c3ccc(Cl)cc3)C(=O)N2Cc2ccco2)cc1 (configuration not stated) | -16%
CC(C)S(=O)(=O)c1csc(NC(=O)Nc2ccc(Cl)cc2)c1Cl | -14%
Cc1ccccc1CNC(=O)c1ccccc1NS(C)(=O)=O | 7%
O=C(Nc1ccc(OCc2cc(=O)n3ccsc3n2)cc1)c1ccc(F)cc1 | 4%
Cc1nc(C)n(CC(=O)N2CCCC(C(=O)c3cccc4ccccc34)C2)n1 (configuration not stated) | 11%
COc1c(C)cc(Br)cc1C(=O)NC(=S)Nc1ccc(Cl)c(C(=O)O)c1 | 2%
Cc1cccc(NC(=O)CSc2ccc(-c3sc(-c4ccccc4)nc3C)nn2)c1C | 2%
Nc1nonc1C(=O)OCC(=O)c1ccc(Cl)cc1 | 5%

Further records
SMILES | aSyn yeast rescue
O=C(Nc1cccc(-c2cn3cccnc3n2)c1)Nc1ccccc1F | 1%
N#Cc1c[nH]n2c(NC3CCCC3)c(-c3cccc(Cl)c3)nc12 | -3%
Cc1ncc(CO)c2c1Oc1nc(-c3ccc(Cl)cc3)nc(SCC(=O)N3CCCCC3)c1C2 | 1%
CCCC(=O)N1CCN(c2ccc(NC(=O)c3ccc(N4CCCC4)c([N+](=O)[O-])c3)cc2Cl)CC1 | 9%
CCOc1ccc(C(=O)Nc2ccc3oc(-c4ccncc4)nc3c2)cc1 | 0%
O=C(Nc1ccccc1N1CCCCC1)c1ccc(-c2cc(Cl)ccc2Cl)o1 | 3%
Cc1oc(S(=O)(=O)N2CCCC2)cc1C(=O)Nc1ccccc1 | 5%
c1ccc2c(c1)nc(N1CCCCCC1)c1ccccc12 | -3%
COc1ccc(CN2C(=O)c3ccccc3C2=O)cc1C(=O)OCC(=O)NC1CCCCC1 | 5%
COc1cccc(C(c2c(O)cc(C)n(Cc3ccco3)c2=O)N2CCN(c3ccccc3)CC2)c1 (configuration not stated) | 1%
CCC1CCCCN1C(=O)c1sc(-n2nc(C)c(Cc3ccccc3)c2C)nc1C (configuration not stated) | -9%
COc1cc2c(c(OC)c1OC)-c1ccc(NCc3ccccc3)c(=O)cc1C(NC(C)=O)CC2 (configuration not stated) | -3%
COc1ccc(C(=O)Nc2cccc(-c3ccc4nncn4n3)c2)cc1OC | -1%
Cn1nc(C(=O)N2CCN(c3ccccn3)CC2)c2ccccc2c1=O | -3%
Cc1cccc(OCc2ccc(C(=O)N3CCOCC3)o2)c1 | -7%
CCc1ccc(NC(=O)c2ccc(Cn3nc(N4CCN(c5ccccc5)CC4)ccc3=O)o2)cc1 | -9%

Two entries from above, in CSV form:
SMILES,aSyn yeast rescue
COc1ccc(Cn2c(C(=O)O)c(CNCCc3cc(OC)ccc3OC)c3ccc(C)cc32)cc1,0%
COc1cccc(C(c2c(O)cc(C)n(Cc3ccco3)c2=O)N2CCN(c3ccccc3)CC2)c1 (configuration not stated),1%

Compounds from the list above that contain a COOH group, in the order listed:
SMILES | aSyn yeast rescue
COc1ccc(Cn2c(C(=O)O)c(CNCCc3cc(OC)ccc3OC)c3ccc(C)cc32)cc1 | 0%
COc1c(C)cc(Br)cc1C(=O)NC(=S)Nc1ccc(Cl)c(C(=O)O)c1 | 2%

Screening data from PubChem BioAssay.
